IL-2 act: qHTS of IL-2 Activators. activation, % (series mostly up to about 46 µM). IL-2 activation reporter assay, cell-based qHTS; stimulated with anti-CD3/CD4/CD28 beads; in transgenic mouse T cells. 360,000 compounds, 0.065% hits; in the data active means activation above about 50%; inconclusive means mostly about 30% to 49%; further: 0% is about no effect
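EGFP and DsRed fluorescence is measured by plate cytometry in unstimulated transgenic mouse T cells exposed to compound for 60 minutes, then stimulated 18 hours at 37 degrees C with anti-CD3/anti-CD4 beads plus anti-CD28.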
S2 tox: Viability Counterscreen for Primary qHTS for Inhibitors of ATXN expression; 400,000 compounds, 0.49% hits; S2 cells (HEK-293 line with an ATXN2-luciferase reporter) viability, CellTiter-Fluor protease fluorescence, 24 h; AID 651635, 2014; Potency, µM (series often up to 56.7 µM), hits mostly cytotoxic; further: potency means the concentration at half of the fitted maximal effect; nearly all actives have a fitted effect of over 40% in size
A549 viability: Nrf2 qHTS screen for inhibitors: counterscreen for cytotoxicity. A549 ARE-Fluc cells, CellTiter-Fluor viability, 18-24 h. Potency, µM (series often up to 46 µM), for the others: top-dose activity change, negative = cytotoxicity, most hits filed as inhibitors. 390,000 compounds, 0.16% hits; further: potency means the concentration at half of the fitted maximal effect; on the % scale 0 is the no-effect control and ±100 the full control effect
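A549 ARE_Fluc cells in 5% FBS OPTI-MEM were exposed to compounds in concentration-response for 18-24 h at 37 deg C. Viability was read by CellTiter-Fluor fluorescence (Ex 405/Em 525) after 30 min, before the luciferase read.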
Nrf2 activator: qHTS of Nrf2 Activators; AREc32 ARE-luciferase reporter (MCF7-derived line), luminescence, 24 h; Potency, µM (titrated, usually from 46.1 µM), for the others: at the highest dose activation, usual class: activators; 410,000 compounds, 0.31% hits; further: potency means the concentration at half of the fitted maximal effect; % of control where 0% means no effect; nearly all actives have a fitted effect of over 65% in size
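Cells of the AREc32 ARE-luciferase line are plated in OPTI-MEM containing 5% FBS and left overnight at 37 deg C. Compounds are pinned in, incubation continues 24 hr, and firefly luciferase signal is then measured.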
HepG2 tox: qHTS for Inhibitors of TGF-b: Cytotox Counterscreen; HepG2 CAGA-GFP viability, ATP luminescence, 18 h; Potency, µM (titrated, usually from 46.1 µM), for the others: at the top dose activity change, negative = cytotoxicity, most hits filed as cytotoxic; 410,000 compounds, 0.76% hits; further: potency means the concentration at half of the fitted maximal effect; some results filed as inactive show a strong effect at the top dose
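CellTiter-Glo luminescence gave cytotoxicity after 18 hours at 37 degrees C. The cells were HepG2 CAGA-GFP in 1% FBS DMEM, stimulated with 500 pg/mL TGF-beta after compound addition. %Activity was normalised to no-cell wells (complete cell-killing) and DMSO (no toxicity), and curves were fitted and classified.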
EPAC2 ag: qHTS for Agonist of cAMP-regulated guanine nucleotide exchange factor 4 (EPAC2): primary screen; Potency, µM (highest dose often 154 µM), without a hit: at the top dose activation, actives largely listed as activators; EPAC2 activation, biochemical qHTS; response scale: 100% = 6.5 mM cAMP response; Rap guanine nucleotide exchange factor 4 (Homo sapiens), Q8WZA2; 360,000 compounds, 0.079% hits; AID 720711, 2013; further: potency means the concentration at half of the fitted maximal effect; nearly all actives have a fitted effect of over 50% in size
Target sequence (Q8WZA2 whole entry, looked up): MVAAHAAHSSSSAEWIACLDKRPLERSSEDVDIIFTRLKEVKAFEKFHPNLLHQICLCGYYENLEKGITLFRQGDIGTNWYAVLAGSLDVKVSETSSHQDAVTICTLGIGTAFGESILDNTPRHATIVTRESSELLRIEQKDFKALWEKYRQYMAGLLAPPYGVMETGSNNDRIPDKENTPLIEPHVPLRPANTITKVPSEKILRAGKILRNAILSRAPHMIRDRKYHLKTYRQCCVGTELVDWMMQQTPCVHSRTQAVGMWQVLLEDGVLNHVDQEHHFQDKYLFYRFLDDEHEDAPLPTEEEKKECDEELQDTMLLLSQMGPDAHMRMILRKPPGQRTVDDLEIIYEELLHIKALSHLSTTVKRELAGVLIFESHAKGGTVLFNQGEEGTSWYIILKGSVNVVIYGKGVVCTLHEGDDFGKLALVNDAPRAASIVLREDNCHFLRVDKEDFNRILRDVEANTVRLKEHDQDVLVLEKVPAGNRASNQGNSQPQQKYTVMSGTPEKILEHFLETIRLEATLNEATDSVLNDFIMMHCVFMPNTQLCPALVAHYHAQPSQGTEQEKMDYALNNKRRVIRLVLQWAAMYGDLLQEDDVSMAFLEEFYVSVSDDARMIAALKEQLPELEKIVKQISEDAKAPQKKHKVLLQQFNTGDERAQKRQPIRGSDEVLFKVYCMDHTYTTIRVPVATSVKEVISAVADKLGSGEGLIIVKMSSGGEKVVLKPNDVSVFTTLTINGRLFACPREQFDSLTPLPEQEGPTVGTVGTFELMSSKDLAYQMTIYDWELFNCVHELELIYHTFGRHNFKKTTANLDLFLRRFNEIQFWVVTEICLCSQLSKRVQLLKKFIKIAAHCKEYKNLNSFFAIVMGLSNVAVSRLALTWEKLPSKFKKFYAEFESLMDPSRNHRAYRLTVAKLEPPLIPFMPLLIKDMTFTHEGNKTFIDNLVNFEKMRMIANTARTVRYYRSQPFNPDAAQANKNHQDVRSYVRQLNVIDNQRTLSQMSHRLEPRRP
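Fluorescence exchange assay: 100 nM EPAC2 with 250 nM RAP1B-BODIPY-GDP and 50 uM GDP; compounds tested as a concentration-titration series (qHTS). Loss of Rap1-bound BODIPY-GDP fluorescence read at 480/540 nm; data normalized to 6.5 mM cAMP.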
Nrf2 inh: Nrf2 qHTS screen for inhibitors; A549 ARE-Fluc reporter, luciferase luminescence, 18-24 h; Potency, µM (titrated, usually from 46 µM), for inactives: top-dose activity change, negative = inhibition, most hits filed as inhibitors; 360,000 compounds, 2.1% hits; AID 504444, 2011; further: potency means the concentration at half of the fitted maximal effect; on the % scale 0 is the no-effect control and ±100 the full control effect; nearly all actives have a fitted effect of over 60% in size
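Nrf2 function is reported as luminescence of an ARE-controlled luciferase in A549 cells. Compounds were tested at several concentrations, and a CellTiter-Fluor read on the same wells flagged cytotoxicity.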
TGFb inhibitor: qHTS for Inhibitors of TGF-b; 410,000 compounds, 1.2% hits; AID 588855, 2011; Potency, µM (titrated, usually from 46.1 µM), for the others: at the top dose activity, negative = inhibition, usual class: inhibitors; HepG2 CAGA-GFP TGF-b/SMAD3 reporter, GFP fluorescence, 18 h; TGF-beta stimulated, 500 pg/mL final; further: potency means the concentration at half of the fitted maximal effect; on the % scale 0 is the no-effect control and ±100 the full control effect; nearly all actives have a fitted effect of over 65% in size
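Cell-based qHTS in HEPG2 carrying a CAGA-GFP Smad reporter; compounds added before 500 pg/mL final TGF-beta, 18 h incubation at 37 degrees C, GFP fluorescence quantified per cell by imaging cytometry.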
ATXN2 expr inh: Primary qHTS for Inhibitors of ATXN expression. 360,000 compounds, 0.72% hits. Potency, µM (top dose mostly 57 µM), inactives show at the top dose activity change, negative = inhibition, hits mostly inhibitors. HEK-293 ATXN2-luciferase reporter, luminescence, 24 h; further: potency means the concentration at half of the fitted maximal effect; on the % scale 0 is the no-effect control and ±100 the full control effect; nearly all actives have a fitted effect of over 55% in size
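ATXN2-luciferase reporter cells (luciferase flanked by upstream and downstream ATXN2 gene portions) were treated 24 h at 37 °C with compounds at up to 57 uM. SteadyGlo luminescence gave expression; GF-AFC fluorescence gave viability.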
An asterisk follows results filed as active; i = inactive; ? = inconclusive; . = not tested or not shown; [ ] = another dose, or the depositor's remark. Unless noted, the call rests on the fitted dose curve; in most records, active means well fitted curve in the direction sought with a large enough effect; inconclusive means small, poorly fitted or top-dose-only effect, or another doubt; inactive means no such curve, though single readings can be large; an effect the other way counts as inactive or inconclusive.

SMILES	IL-2 act	S2 tox	A549 viability	Nrf2 activator	HepG2 tox	EPAC2 ag	Nrf2 inh	TGFb inhibitor	ATXN2 expr inh
O=C(O)c1cccc(S(=O)(=O)Nc2ccccc2Cc2ccccc2)c1	0.5	i	1%	-1.4%	0%	-4%	?	7%	-12%
COc1ccc(/C=N/OCC(=O)N2CC3(C)CC2CC(C)(C)C3)cc1OC (centres undefined)	-2.5	i	-15%	3.2%	-27%	-1%	?	?	8%
NC(=O)CN1CCOCCN(CC(N)=O)CCOCC1	-3.0	i	-7%[1.84 µM]	0.1%	-25%	5%	5%	-2%	-6%
COc1cc(/C=N\NC(=O)c2c(C)nc3cc(C)ccn23)ccc1O	-0.4	i	0%	0.3%	-4%	10%	0%	-2%	-11%
COc1ccc2c(c1)CCc1c(C(=O)Nc3cc(C)ccc3O)noc1-2	.	i	-2%	5.1%	-10%	.	10%	-1%	9%
Cc1ccc(C)c(N2CCN(S(=O)(=O)c3c(C(=O)N4CCC(C)CC4)c(C)n(C)c3C)CC2)c1	.	.	-20%	0.7%	-14%	.	.	-26%	.
CC(C)c1ccc(-c2nc(N3CCOCC3)[nH]c(=O)c2C#N)cc1	-1.2	i	-5%	-1.1%	-35%	1%	-23%	-18%	3%
Cc1cccc(NC(=O)CN2NS(=O)(=O)c3ccccc3C2=O)c1	-1.2	i	-4%	-0.7%	-4%	1%	23%	14%	8%
CCCN1C(=O)/C(=C/c2ccc(C)s2)NC1=S	-2.4	i	0%	-0.6%	-13%	8%	0%	-10%	1%
O=C(CCSCc1ccccc1F)NCc1ccc(F)cc1	-0.2	?	-1%	0.6%	-5%	6%	7%	6%	-1%
Cn1c(=NC(=O)c2cccc([N+](=O)[O-])c2)sc2ccccc21	0.7	i	-5%	8.8%	-24%	4%	?	-19%	36%[activator]
CN(C)S(=O)(=O)c1ccc(N2CCCC2)c(C(=O)NNC(=O)c2ccc(F)cc2)c1	0.9	i	3%	0.1%	5%	9%	-2%	-1%	.
CC(C)N(Cc1nc(-c2ccccc2)no1)C(=O)COc1ccccc1	-2.2	?	-3%	6.6%	0%	13%	17%	-6%	-22%
CN(C)Cc1c(O)c(Cl)cc2c3c(c(=O)oc12)CCCC3	-0.4	?	18%	0.4%	-6%	2%	-10%	-5%	8%
CCOc1ccc(NC(=O)CC2C(=O)N(c3ccc(OC)c(Cl)c3)C(=S)N2C2CC2)cc1 (centres undefined)	-1.1	i	-8%	0.1%	-23%	-10%	-4%	0%	-10%
O=[n+]1c2c(n([O-])c3cc(Cl)ccc31)CCCC2	-1.0	i	-2%	0.5%	3%	10%	.	8%	4%
O=C(CCN1CCN(Cc2ccccc2)CC1)Nc1ccccc1Cl	1.3	i	9%	-0.1%	0%	7%	8%	1%	-6%
COc1ccc(CNC(=O)C2CCCN(S(=O)(=O)c3ccc(F)cc3)C2)cc1 (centres undefined)	-2.5	?	-1%	-0.4%	-19%	-9%	?	-8%	-2%
COc1cc2c(cc1OC)CC(=O)NC=C2	1.6	i	2%	0.1%	26%	8%	-19%	-7%	-16%
CCC1C(=NO)C(CC)C(c2ccccc2)NC1c1ccccc1 (centres undefined)	-5.3	?	-6%	3.6%	-12%	7%	?	?	?
COC(=O)c1cc(CNC(=O)c2cccc(Cl)c2)ccc1OC	-0.5	i	3%	-0.7%	2%	-3%	-1%	24%	-27%
Cn1cccc1Cc1nnc(SCC(=O)Nc2ccc3c(c2)OCO3)n1-c1ccc(F)cc1	1.6	i	0%	-0.8%	-7%	0%	12%	4%	-7%
Cc1ccc(S(=O)(=O)Nc2cccc(Cl)c2)cc1NC(=O)C1CC1	-3.2	i	0%	-0.5%	-10%	8%	?	-24%	-6%
Cc1ccc(NC(=O)COC(=O)c2ccccc2Nc2ccccc2)cc1	-0.3	i	3%	0.1%[9.22 µM]	-4%	-4%	5%	-1%	-1%
O=C(CN(CC1CCCO1)C(=O)CNS(=O)(=O)c1ccc(Cl)cc1)NCc1ccccc1 (centres undefined)	6.1	i	7%	-0.2%	-38%	-2%	0%	-6%	-10%
CCc1ccc(OCc2nc(-c3ccc(-n4cccc4)cc3)no2)cc1	.	i	-3%	-0.3%	-11%	.	?	-16%	10%
COc1ccc(N(C(=O)Cn2nnc(-c3ccc(C)o3)n2)C(C(=O)NC2CCCC2)c2ccncc2)cc1 (centres undefined)	-0.7	i	1%	0.0%	0%	-9%	-22%	17%	-29%
Cc1ccc(C(=O)OCC(=O)NCC2COc3ccccc3O2)cc1 (centres undefined)	0.1	i	?	1.9%	-2%	11%	8%	4%	.
CN(Cc1ccc(OCC(O)CN2CCCCC2)cc1)Cc1ccnc2ccccc12 (centres undefined)	-1.8	i	-2%	4.9%	-42%	4%	5.8µM*	?	.
Clc1ccc(OCCN2CCCCC2)c(Cl)c1	0.3	i	19%	0.5%	-10%	3%	?	-10%	1%
O=S(=O)(c1ccc(Cl)cc1)N1CCC2(CC1)OCCO2	-0.8	i	0%	0.5%	3%	-7%	-9%	-2%	4%
COCCNc1oc(-c2ccco2)nc1S(=O)(=O)c1ccccc1	1.4	i	?	0.0%	-7%	-4%	?	19%	-5%
O=C(NC(Cc1ccccc1)C(=O)NC1CC1)OCc1ccccc1 (centres undefined)	-3.5	i	-2%	-0.3%	-13%	0%	-20%	0%	7%
COc1ccc(N(CC(=O)N2CCCCC2)S(=O)(=O)c2ccccc2)c(OC)c1	-1.7	i	-5%	-1.0%	-5%	-5%	-10%	-6%	4%
Cc1ccc(-n2nnnc2SCC(=O)NNC(=O)c2ccc([N+](=O)[O-])cc2)cc1	0.6	?	-3%	-0.7%	13%	5%	-5%	3%	.
CC(C)c1cccc(C(C)C)c1NC(=O)CN(C)C1CCS(=O)(=O)C1 (centres undefined)	0.5	i	0%	-0.7%	-21%	-2%	0%	11%	-21%
CCOc1ccccc1NC(=O)C1CCN(S(=O)(=O)c2cc(Br)cc3c2N(C(C)=O)CC3)CC1	.	i	0%	-2.0%	10%	.	6%	-3%	14%
O=C(CCNC(=O)C1CCN(S(=O)(=O)c2ccccc2)CC1)NCCc1ccc(Cl)cc1	-2.2	i	0%	-0.2%	3%	4%	3%	-7%	-11%
CN(C)S(=O)(=O)c1ccc(C(=O)OCC2CC2(Cl)Cl)cc1 (centres undefined)	-3.3	i	-2%	0.2%	11%	7%	4%	2%	-9%
CC(C)n1cnc2c(NCc3ccccc3)cc(OCC3CCN(C)CC3)cc21	-1.4	32µM*	?	-6.9%	-109%	11%	-2%	?	?
O=C(OCC#CCSc1nnc(-c2ccc(Br)cc2)o1)c1ccco1	-1.7	i	0%	8.2%	7%	5%	9%	31%	12%
O=C(NC1CC(=O)N(c2ccc3c(c2)OCCO3)C1)N1CCCCC1 (centres undefined)	0.4	i	5%	0.1%	2%	4%	9%	10%	4%
O=C(COC(=O)c1cc(=O)[nH]c(=O)[nH]1)Nc1cccc(S(=O)(=O)N2CCCCC2)c1	-3.6	i	-5%	-0.1%	-49%	3%	0%	?	-8%
CCS(=O)(=O)Nc1c(C(=O)O)[nH]c2ccccc12	-0.6	i	0%	20%	-2%	10%	2%	-2%	-3%
CCOc1ccc(C(=O)COC(=O)Cn2[nH]c(=O)c3ccccc3c2=O)cc1	0.6	.	.	0.3%	-24%	3%	.	-7%	.
Cc1cccc(N2CCN(C(=O)CCNS(=O)(=O)c3ccc4c(c3)CCN4C(=O)C3CC3)CC2)c1C	.	i	-6%	-0.8%	-22%	.	.	-30%	?
COc1ccc(CCNC(=O)c2ccc(CSCc3ccc(C)cc3)o2)cc1OC	.	.	0%	-0.1%	-25%	.	.	-16%	.
CC(C)(C)CC(=O)Nc1ccc(S(=O)(=O)N2CCCC2)cc1	2.2	i	-8%	0.8%	-12%	4%	-8%	4%	1%
COc1cccc(C(=O)Nc2ccccc2F)c1	-1.6	i	-7%	2.1%	-9%	6%	1%	-1%	3%
Oc1ccc(Cl)cc1CNCc1ccc(F)cc1	0.4	i	8%	11%	-11%	16%	-12%	-1%	0%
Cc1cccc(-c2nnn3c2nc(NCCc2ccc(S(N)(=O)=O)cc2)c2cc(Cl)ccc23)c1	.	i	0%	-1.2%	-25%	.	19%	?	8%
COc1ccc(Cl)cc1CN1CCOCC1	-4.1	i	-4%	-0.1%	0%	3%	2%	3%	-16%
COc1cccc(-n2c(=O)c3ccccc3n3c(=S)[nH]nc23)c1	-0.2	?	-15%	-0.6%	-1%	13%	-17%	16%	4%
O=C(C[C@H]1C/C=C\CC[C@H](Cc2ccc(F)cc2)C(=O)OCCNC1=O)NCCO	-0.1	i	-6%	0.5%	0%	-10%	-4%	-28%	3%

Arranged by molar mass (rising): part of the list above
SMILES	IL-2 act	S2 tox	A549 viability	Nrf2 activator	HepG2 tox	EPAC2 ag	Nrf2 inh	TGFb inhibitor	ATXN2 expr inh
COc1ccc(Cl)cc1CN1CCOCC1	-4.1	i	-4%	-0.1%	0%	3%	2%	3%	-16%
Cc1cccc(-c2nnn3c2nc(NCCc2ccc(S(N)(=O)=O)cc2)c2cc(Cl)ccc23)c1	.	i	0%	-1.2%	-25%	.	19%	?	8%
Cc1cccc(N2CCN(C(=O)CCNS(=O)(=O)c3ccc4c(c3)CCN4C(=O)C3CC3)CC2)c1C	.	i	-6%	-0.8%	-22%	.	.	-30%	?

Source: PubChem (National Center for Advancing Translational Sciences (NCATS))
